# EBI2 antag – blocks human EBI2 receptor beta-arrestin signaling | P32249 | EBI2 beta-arrestin recruitment, luminescence, 7a,25-OHC stimulated | inhibition, % at 5 µM | 360,000 compounds, 0.81% hits; in the data active = inhibition above about 38%;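 note: enzyme fragment complementation signal reports receptor beta-arrestin coupling in cells; 0% = agonist plus DMSO wells and 100% = wells without agonist; some results beyond the cut were filed as inactive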
# Target sequence (P32249 whole entry, looked up, the tested form may be a part): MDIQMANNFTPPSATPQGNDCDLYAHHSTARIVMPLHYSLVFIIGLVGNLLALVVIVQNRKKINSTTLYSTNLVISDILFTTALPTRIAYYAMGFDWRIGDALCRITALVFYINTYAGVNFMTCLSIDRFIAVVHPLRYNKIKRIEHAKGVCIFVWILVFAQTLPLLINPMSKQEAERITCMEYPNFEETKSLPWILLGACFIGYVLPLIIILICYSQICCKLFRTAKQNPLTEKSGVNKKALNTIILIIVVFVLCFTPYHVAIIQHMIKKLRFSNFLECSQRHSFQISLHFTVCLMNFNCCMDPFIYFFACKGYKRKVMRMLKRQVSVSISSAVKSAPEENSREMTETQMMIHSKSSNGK
# UBC13 polyUb – inhibitors of human UBC13 polyubiquitin chain formation; P61088; TR-FRET; inhibition, % at 20 µM; 330,000 compounds, 0.47% hits; in the data active = inhibition above about 45%, passing the limit was not always enough; inconclusive = no clear call, values can overlap the other calls
# Target sequence (P61088 whole entry, looked up): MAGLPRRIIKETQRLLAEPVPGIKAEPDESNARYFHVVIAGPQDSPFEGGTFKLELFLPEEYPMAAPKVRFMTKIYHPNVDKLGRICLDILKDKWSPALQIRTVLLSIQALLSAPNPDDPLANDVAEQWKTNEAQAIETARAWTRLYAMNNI
# APJ antagonist – antagonists of human APJ apelin receptor; P35414; CHO-K1 APJ beta-arrestin complementation, luminescence; inhibition, % at 20 µM; 330,000 compounds, 0.32% hits; AID 2521;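 active = inhibition above about 40% at 20 µM, limit read from the data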;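 note: cells challenged with 10 nM apelin-13 agonist together with compound; plate controls were apelin-13 plus DMSO wells for no effect and DMSO wells lacking apelin-13 for full effect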
# ATG4B inhibitor – blocks human ATG4B protease cleavage of LC3 substrate | AID 504462 | ATG4B cleavage of LC3-PLA2, NBD-HPC fluorescence, 1 h | inhibition, % at 8.33 µM | Q9Y4P1 | 340,000 compounds, 0.51% hits; in the data active = inhibition above about 40%
# CCR6 antag – blocks CCL20-driven beta-arrestin recruitment at human CCR6; P51684; CHO-K1 CCR6 PathHunter beta-arrestin, luminescence, CCL20-stimulated; inhibition, % at 20 µM; 340,000 compounds, 0.49% hits; AID 493098;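 active = compounds whose inhibition of the agonist-driven luminescence signal at 20 µM reaches about 50%, limit read from the data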;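 note: cells stimulated with CCL20 at 14 nM final; plate controls were DMSO with CCL20 for no effect and DMSO without agonist for full effect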
# Target sequence (P51684 whole entry, looked up): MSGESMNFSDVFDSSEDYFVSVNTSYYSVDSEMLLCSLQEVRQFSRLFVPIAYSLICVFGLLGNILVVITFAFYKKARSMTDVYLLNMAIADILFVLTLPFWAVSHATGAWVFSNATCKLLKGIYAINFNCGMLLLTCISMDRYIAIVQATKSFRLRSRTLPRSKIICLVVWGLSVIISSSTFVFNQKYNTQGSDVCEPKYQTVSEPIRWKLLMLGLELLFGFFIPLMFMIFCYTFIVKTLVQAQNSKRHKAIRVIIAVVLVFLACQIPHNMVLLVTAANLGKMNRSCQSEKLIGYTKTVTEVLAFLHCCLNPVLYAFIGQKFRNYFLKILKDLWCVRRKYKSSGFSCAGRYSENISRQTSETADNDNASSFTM
# APJ ag – activates the human apelin receptor APJ. activation, % at 20 µM. CHO-K1 APJ PathHunter beta-arrestin, luminescence; 0% DMSO wells, 100% apelin. 330,000 compounds, 0.11% hits;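 active = activation more than six SD over the plate average, tested at 20 µM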;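 note: 0% = DMSO alone and 100% = apelin-13 at 10 nM; some results filed as inactive read as strong as hits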
#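 assay system = CHO-K1 APJ beta-arrestin complementation cell line | input = cell density 1000 per well | dosing = compound 20 µM once, DMSO 1% | timing = compound 90 min 25 °C, reagent 1 h | measured by = luminescence from split beta-galactosidase complementation, Galacton Star/Emerald II substrate | read-out basis = APJ agonist activity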
# CXCR6 block – CXCR6 (human) receptor inhibition. O00574. CHO-K1 PathHunter CXCR6 beta-arrestin, luminescence. inhibition, % at 20 µM. 360,000 compounds, 0.36% hits; in the data active = inhibition above about 34%, passing the limit was not always enough;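 note: antagonist mode with CXCL16 agonist at 10 nM final; 0% = 10 nM CXCL16 with DMSO and 100% = unstimulated wells without agonist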
# Gli-Sufu block – Gli-Sufu pathway antagonism; inhibition, % at 5 µM; Sufu-KO-LIGHT fibroblasts, Gli luciferase reporter luminescence; 340,000 compounds, 0.74% hits;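 active = inhibition above about 55%, limit read from the data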;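 note: 0% = DMSO-treated cells and 100% = wells with medium but no cells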
# * marks the source's active call; other numbers are inactive results; u = inconclusive; x = no result given.
SMILES,Gli-Sufu block,ATG4B inhibitor,UBC13 polyUb,EBI2 antag,CXCR6 block,APJ ag,CCR6 antag,APJ antagonist
Cc1coc2cc3oc(=O)c(CC(=O)N[C@@H](CC(C)C)C(=O)O)c(C)c3cc12,14,6,10,-9,1,1,-2,2
CCOC(=O)C1(CCCc2ccccc2)CCN(C(=O)[C@@H]2C[C@@H](C)NC(=S)N2)CC1,7,-4,8,-3,11,-4,7,13
O=C(CSc1ncn[nH]1)N1N=C2/C(=C\c3ccco3)CCCC2C1c1ccco1 (centres undefined),1,-3,x,-2,3,x,17,x
Cc1cccc(-c2sc(Nc3ccccc3)n[n+]2-c2ccc(F)cc2)c1,15,-5,-3,-10,-2,-5,4,8
Cc1cccc(N2CCN(C(=O)CNC(=O)c3ccccc3)CC2)c1C,-15,-1,4,-1,0,-2,5,-2
CCCCCCSc1nc(O)c(C2OC(=O)c3c2ccc(OC)c3OC)c(=O)n1-c1ccccc1 (centres undefined),-3,20,-4,1,1,-4,-11,15
Cc1ccc2c(c1)C(c1ccncc1)=NNC(c1ccccc1)=N2,-1,3,2,-3,-20,-3,-1,-11
CCN1CCN(c2ccc(NC(=O)c3ccc4c(c3)[nH]c(=O)n4Cc3ccc(F)cc3)cc2)CC1,7,-12,16,1,4,1,8,-12
Cc1ccc2c(c1)cc(CN(C(=O)N1CCOCC1)C1CCCC1)c1nnnn12,-6,-2,1,-6,10,-2,14,1
Nc1ccn(-c2ncc(C(F)(F)F)cc2Cl)c(=O)n1,-8,0,-4,-4,-5,-2,-6,24
COC(=O)COc1ccc(S(=O)(=O)Nc2ccc3c(c2)OCCO3)cc1Cl,-5,5,2,-13,-4,2,-9,-11
CCNc1ccc(Br)cc(C(=O)/C=C/c2ccc(Cl)cc2)c1=O,2,22,-8,7,10,7,39,-12
CCC(=O)N1CCN(c2ccccc2NC(=O)COc2ccccc2Cl)CC1,5,0,6,27,43*,-9,51*,52*
CCn1c(Cc2ccc(OC)cc2)nnc1SCC(=O)Nc1nc2ccccc2s1,-11,1,0,8,-19,2,-21,9
CCN(CC)S(=O)(=O)c1cc(NC(=O)CCc2c(C)noc2C)ccc1C,-22,1,-7,-2,-9,-4,9,2
COc1ccc(CC2S/C(=N/N=C/c3ccccc3O)NC2=O)cc1 (centres undefined),-2,-2,30,-1,6,-6,11,2
CCOC(=O)C1CCCN(C(=O)CCc2nc3sc4c(c3c(=O)[nH]2)CCCC4)C1 (centres undefined),-3,-10,7,0,-4,-4,5,25
COC(=O)c1ccccc1OCCN1CCCCCC1,5,1,8,8,-7,-2,8,4
CCc1nc(SCC(=O)NCCc2ccccc2)n[nH]1,2,-3,5,-3,-4,1,0,10
O=C(NCc1ccco1)c1ccc2c(c1)C(=O)c1ccccc1-2,3,7,-8,-4,-2,-4,-2,1

# 2 compounds drawn at random from those above:
SMILES,Gli-Sufu block,ATG4B inhibitor,UBC13 polyUb,EBI2 antag,CXCR6 block,APJ ag,CCR6 antag,APJ antagonist
O=C(NCc1ccco1)c1ccc2c(c1)C(=O)c1ccccc1-2,3,7,-8,-4,-2,-4,-2,1
CCN(CC)S(=O)(=O)c1cc(NC(=O)CCc2c(C)noc2C)ccc1C,-22,1,-7,-2,-9,-4,9,2

# Next records follow:
SMILES,Gli-Sufu block,ATG4B inhibitor,UBC13 polyUb,EBI2 antag,CXCR6 block,APJ ag,CCR6 antag,APJ antagonist
COc1ccc(-c2csc(NC(=O)CSc3n[nH]c(C)n3)n2)cc1,-12,-15,2,5,2,3,0,-8
COc1ccc(NS(=O)(=O)c2cccc(C(=O)N/N=C/c3cn(-c4ccccc4)nc3-c3ccccc3)c2)cc1,-14,-12,-23,20,5,0,8,-16
C=CCNC(=S)NNC(=O)C(CCCC)CC(C)(C)O (centres undefined),-29,3,-2,-11,4,0,1,-7
COc1ccc(C2=CC3=C(Br)C(=O)C(C)(OC(=O)c4cccs4)C(=O)C3=CO2)cc1 (centres undefined),16,83*,-48,-13,10,4,10,8
COc1ccc(C(=O)NCc2ccc(Cl)c(Cl)c2)cc1OC,3,5,11,7,-3,-2,-1,-12
NC(=O)c1ccsc1NC(=O)COC(=O)c1cccnc1Cl,2,-7,26,5,-3,-3,1,8
CCCCCN1C2=NCCN2c2ccccc21,-22,6,11,0,-6,-2,26,-10
CN(C)CCCNc1oc(/C=C/c2cccs2)nc1S(=O)(=O)c1ccccc1,x,3,0,-32,1,-4,5,-2
Cc1nn(-c2ccccc2)c(C)c1NC(=O)COc1ccc(F)cc1Cl,8,-3,-4,-7,-16,0,-16,2
CCOc1ccc(C(c2c(C)n(C)n(-c3ccccc3)c2=O)c2c(C)n(C)n(-c3ccccc3)c2=O)c(O)c1,3,1,-1,-1,-2,-3,11,15
O=C(Nc1cccc(Cl)c1)N1CCN(C/C=C/c2ccccc2)CC1,6,-21,11,55*,-8,0,12,-7
COc1ccc(/C=N\NC(=O)c2ccccc2F)cc1COc1ccc(F)cc1,7,-2,-7,-2,7,-3,8,-39
Cc1ccc(NC(=O)C(C)OC(=O)CCNS(=O)(=O)c2ccc(C)cc2)cc1 (centres undefined),-3,-1,u,-1,-5,0,-1,4
NC(=O)C1CCN(C(=O)COc2ccc3c4c(c(=O)oc3c2)CCC4)CC1,1,-15,2,0,-1,-1,-5,11
O=C(OCC(=O)c1cccs1)c1ccc([N+](=O)[O-])o1,-7,-1,-22,1,-3,4,-14,-28
O=c1nccc(N/N=C/c2ccccc2O)[nH]1,45,-3,-22,0,-17,-1,-6,-6
COc1ccc(S(=O)(=O)N2CCCCCC2)cc1C(=O)N(C)CCOc1ccc(Cl)cc1,35,-10,-6,12,2,8,4,5
O=C(COC(=O)c1ccc(S(=O)(=O)N2CCCC2)cc1)Nc1ccc(F)cc1F,0,0,6,-11,-4,-2,-6,3
COc1ccc(NC(=S)N(CCCN2CCOCC2)C(C)c2cc3ccccc3o2)cc1 (centres undefined),10,-3,5,-8,0,-5,7,2
CC(=O)c1ccccc1OCCCN1CCCCC1,4,7,7,1,6,2,22,-1
O=C(CCc1ccccc1)NCCS(=O)(=O)N1CCN(c2ccccc2)CC1,-12,-14,-4,10,0,-6,2,1
COc1ccc(C(=O)OCC(=O)N2CCOCC2)cc1S(=O)(=O)N1CCOCC1,-7,-1,5,-4,3,-2,-1,-6
O=C1NC(=O)C2(CCCC2)N1,0,-11,x,5,-1,x,10,x
COc1ccccc1N(CC(=O)Nc1ccc(Cc2ccncc2)cc1)S(=O)(=O)c1ccccc1,-12,-10,-4,7,-1,0,9,5
COc1ccc(CC(=O)NNC(=O)COc2ccc(Br)cc2C)cc1OC,-13,-3,-2,30,0,-3,1,2
CC(=O)c1cccc(NC(=S)NCc2ccccc2)c1,-19,12,3,-9,5,-2,0,1
CCc1cc[n+](-c2nc3ccccc3nc2C(=C=[N-])C#N)cc1,8,3,-83,-7,6,3,7,-14
COc1ccc(C(=O)N2CC3(CC(c4cccc(NC(=O)CC(c5ccccc5)c5ccccc5)c4)=NO3)C[C@H]2C(N)=O)cc1 (some centres undefined),10,2,-9,6,9,-3,5,0
COc1cccc(N2CCN(S(=O)(=O)c3ccc4nc(-c5ccccc5)[nH]c4c3)CC2)c1,-3,16,3,18,-8,4,8,-12
O=C1C2C3C=CC(C3)C2C(=O)N1c1cccnc1 (centres undefined),10,-6,6,3,12,1,-4,14

# Individual results from above.
# APJ ag with CCN(CC)S(=O)(=O)c1cc(NC(=O)CCc2c(C)noc2C)ccc1C stands at -4
# CXCR6 block with Cc1ccc2c(c1)C(c1ccncc1)=NNC(c1ccccc1)=N2 stands at -20
# EBI2 antag with O=C(NCc1ccco1)c1ccc2c(c1)C(=O)c1ccccc1-2 stands at -4

# (list continues)
SMILES,Gli-Sufu block,ATG4B inhibitor,UBC13 polyUb,EBI2 antag,CXCR6 block,APJ ag,CCR6 antag,APJ antagonist
O=C1SCCN1N=Cc1ccc([N+](=O)[O-])o1,-1,2,x,2,-5,x,-4,x
O=c1cc(N2CCOCC2)[nH]c(=O)n1Cc1ccc(F)cc1,-1,-17,0,-3,-5,-1,-4,9
CCCCNC(=O)N1CCCC(C(=O)c2cc(C)c(OC)c(C)c2)C1 (centres undefined),-1,-1,4,-7,-5,-5,4,8
COc1cccc(Nc2nc3ccc(OC)cc3s2)c1,-43,-13,12,0,7,-2,2,12
COc1ccc(C)cc1S(=O)(=O)Nc1ccncc1,7,-3,-1,-3,-6,0,-6,-23
Cc1cccc(OCc2nnc(SCC(=O)Nc3sc(C)c(C)c3C#N)n2C)c1,-2,-26,0,12,-3,-4,5,10
O=C(NCC1CCCO1)c1ccc(Br)s1 (centres undefined),-4,-2,2,-7,0,-2,-1,-2
CC#CC(=O)N1CCCC(C(=O)c2ccc(SC)cc2)C1 (centres undefined),-5,17,8,-4,-1,-2,10,21
O=C(NCc1cccnc1)C(=O)NCC(c1ccco1)N1CCN(c2ccccc2F)CC1 (centres undefined),5,-10,6,5,6,0,8,-6
CCOC(=O)c1sc(NC(=O)CSc2nnnn2-c2ccc(C)c(C)c2)nc1C,7,5,-3,-6,2,-5,6,6
Cc1ccccc1Cn1c(-c2cncs2)nc2ccccc21,-3,-8,-9,-2,5,-8,14,12
COc1ccc(NC(c2ccccc2)c2ccncc2)cc1 (centres undefined),5,1,-7,-20,-5,-1,-8,-2
COc1cccc2cc(C(=O)Nc3cc(Cl)ccc3N3CCOCC3)c(=O)oc12,6,3,-22,6,3,-1,-4,-3
CCN(CC)c1nc2cc(OC)ccc2cc1C#N,-26,0,35,0,3,1,11,19
O=C(NNC(=O)c1ccc(Cl)c(Cl)c1)c1cccnc1,-1,-11,2,-8,-6,-6,1,8
COc1ccc(CNC(=O)CSc2nc(-c3ccccc3)cc(-c3cccs3)c2C#N)cc1,12,7,4,21,-4,-2,-14,6
Cc1nn(S(=O)(=O)c2cccc([N+](=O)[O-])c2)c(C)c1Br,-6,-9,1,-9,-13,3,-8,-22
Oc1c(Br)cc(/C=N/Nc2ccc(Cl)nn2)cc1Br,0,13,-14,-14,2,-1,-8,3
CCN1C(=O)C(CC(=O)Nc2ccc(F)cc2)N(CCc2ccc(OC)cc2)C1=S (centres undefined),3,12,10,7,-4,1,12,-11
Cc1ccc(N2C(=O)C3C(c4ccccc4)(C2=O)C3(c2ccccc2)c2ccccc2)cc1 (centres undefined),10,-9,-9,2,-6,0,-3,-10
Cc1c(OCC(=O)NCc2ccncc2)ccc2c3c(c(=O)oc12)CCCC3,3,6,8,-6,-2,1,2,-16
O=C(N=C1SC2CS(=O)(=O)CC2N1Cc1ccccc1Cl)C1CCCO1 (centres undefined),-1,-3,9,6,-2,-4,14,9
O=C(c1cc([N+](=O)[O-])ccc1N1CCOCC1)N1CCCC1,-4,-8,-2,-10,0,-3,6,0
O=C1c2ccccc2NC(c2cccc(F)c2)N1Cc1ccccc1 (centres undefined),-4,8,23,5,1,-3,15,-2
O=C1C(=O)N(Cc2cccnc2)C(c2cccc([N+](=O)[O-])c2)/C1=C(/O)c1ccc2c(c1)OCO2 (centres undefined),6,3,-12,-3,9,8,8,15
Cc1ccc(S(=O)(=O)NCCC(=O)NNC(=O)c2ccccc2Cl)cc1C,-3,-2,-1,-9,-5,-5,-1,17
Cc1ccc2c(C(=O)CN3CC(C)CC(C)C3)c(C)[nH]c2c1 (centres undefined),x,x,7,14,-4,-4,x,7
COc1ccccc1NS(=O)(=O)c1cccc(C(=O)NCc2ccccn2)c1,2,5,-4,-2,0,0,5,-57
COCCCNC(=S)Nc1ccc(C)cc1[N+](=O)[O-],-16,-10,-9,9,-2,-2,6,-6
O=C(Nc1ccccc1N1CCOCC1)c1ccc([N+](=O)[O-])s1,-2,7,1,-30,3,10*,9,-30

# Bioassay records: PubChem, Sanford-Burnham Center for Chemical Genomics
